Assay outcomes deposited in PubChem BioAssay by National Center for Advancing Translational Sciences (NCATS).
Vif-A3G inh: blocks the Vif interaction with human APOBEC3G; Q9HC16; HeLa A3G-eYFP + Vif (tagged APOBEC3G with the HIV-1 protein that degrades it), YFP fluorescence, overnight; Potency, µM (titrated, usually from 46.1 µM), for inactives: at the highest dose activity, negative = active, usual class: inhibitors; actives 0.076% (n = 410,000);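 further: on the % scale 0 is the no-effect control and ±100 the full control effect; nearly all actives have a fitted effect of over 60% in size; hits raise eYFP signal because A3G escapes Vif-driven loss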
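Read-out is eYFP fluorescence (Ex 488/Em 500-530) from Vif-expressing HeLa A3G-eYFP cells; more signal means A3G escaped Vif-mediated degradation. Cells plated overnight, compound pinned in, incubated overnight at 37 deg C.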
RXFP1 agonist: RXFP1 (human) receptor agonism. Q9HBX9. HEK293T-RXFP1 cAMP TR-FRET, 30 min; response scale: percent of porcine relaxin response, buffer zero. Potency, µM (doses to about 57.5 µM), without a hit: top-dose activation, actives largely listed as activators. actives 0.3% (n = 370,000); further: on the % scale 0 is the no-effect control and ±100 the full control effect; nearly all actives have a fitted effect of over 60% in size; many of its hits are not listed in these tables
Target sequence (Q9HBX9 whole entry, looked up): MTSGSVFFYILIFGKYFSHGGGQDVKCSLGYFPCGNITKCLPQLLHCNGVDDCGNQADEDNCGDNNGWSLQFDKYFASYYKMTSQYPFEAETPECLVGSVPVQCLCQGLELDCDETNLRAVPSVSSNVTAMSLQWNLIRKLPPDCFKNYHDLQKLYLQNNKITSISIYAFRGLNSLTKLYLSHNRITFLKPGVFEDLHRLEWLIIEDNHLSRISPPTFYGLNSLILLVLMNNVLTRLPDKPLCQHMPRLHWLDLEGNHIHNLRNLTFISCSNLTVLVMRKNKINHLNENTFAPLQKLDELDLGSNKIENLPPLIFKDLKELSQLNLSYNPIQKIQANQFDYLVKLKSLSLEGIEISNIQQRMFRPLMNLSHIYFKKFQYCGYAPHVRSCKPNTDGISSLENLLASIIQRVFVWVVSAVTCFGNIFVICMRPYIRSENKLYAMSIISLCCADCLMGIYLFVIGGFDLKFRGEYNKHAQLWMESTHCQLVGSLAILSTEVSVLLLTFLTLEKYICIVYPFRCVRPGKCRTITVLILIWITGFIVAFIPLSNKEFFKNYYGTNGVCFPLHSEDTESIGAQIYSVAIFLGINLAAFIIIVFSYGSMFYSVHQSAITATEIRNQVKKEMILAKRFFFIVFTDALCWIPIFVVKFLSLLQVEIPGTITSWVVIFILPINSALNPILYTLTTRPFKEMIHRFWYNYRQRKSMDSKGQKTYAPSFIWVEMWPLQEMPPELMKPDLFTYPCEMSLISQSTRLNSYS
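HEK293T cells stably expressing RXFP1 were pretreated with the PDE4 inhibitor Ro 20174, exposed to compounds for 30 min at 37C, lysed, and cAMP was read by TR-FRET. Data normalized to buffer (basal) and 29 nM porcine relaxin (100%).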
IDH1 R132H inh: blocks human mutant IDH1 R132H enzyme | Potency, µM (top dose mostly 76.6 µM), inactives show at the top dose activity change, negative = inhibition, actives largely listed as inhibitors | IDH1-R132H enzyme, NADPH consumption, diaphorase/resazurin fluorescence | actives 0.093% (n = 390,000) | O75874; further: on the % scale 0 is the no-effect control and ±100 the full control effect; nearly all actives have a fitted effect of over 65% in size
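IDH1-R132H (0.5 ug/mL) preincubated 30 min with compound, then NADPH (0.016 mM) and alpha-KG (2 mM) added; 80 min at RT, pH 7.5. Remaining NADPH coupled via diaphorase/resazurin to fluorescence (540/590 nm); concentration-response curves normalized to no-enzyme control.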
USP1-UAF1 inh: USP1/UAF1 (human) deubiquitinase inhibition; recombinant USP1/UAF1, Ub-Rhodamine cleavage fluorescence; O94782; actives 0.23% (n = 390,000); Potency, µM (doses to about 57.1 µM), for inactives: at the top dose activity change, negative = inhibition, actives largely listed as inhibitors; AID 743255; further: on the % scale 0 is the no-effect control and ±100 the full control effect; nearly all actives have a fitted effect of over 60% in size; inactives centre near -12
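1 nM enzyme complex + cpd, 15 min RT; start with Ub-Rho 150nM final; kinetic fluorescence ex 480/em 540, 6 reads q60 s. Buffer 50mM HEPES pH 7.8, 0.5mM EDTA, 0.1 mg/ml BSA, 1mM TCEP, 0.01% Tween-20.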
RGS4 inhibitor: inhibitors of human regulator of G protein signaling 4. P49798. Transcreener GDP fluorescence polarization, RGS4-accelerated GTP hydrolysis. Potency, µM (top dose mostly 114 µM), inactives show at the top dose activity change, negative = inhibition, actives largely listed as inhibitors. actives 0.039% (n = 390,000); further: on the % scale 0 is the no-effect control and ±100 the full control effect; nearly all actives have a fitted effect of over 75% in size; some results filed as inactive show a strong effect at the top dose
Target sequence (P49798 whole entry, looked up): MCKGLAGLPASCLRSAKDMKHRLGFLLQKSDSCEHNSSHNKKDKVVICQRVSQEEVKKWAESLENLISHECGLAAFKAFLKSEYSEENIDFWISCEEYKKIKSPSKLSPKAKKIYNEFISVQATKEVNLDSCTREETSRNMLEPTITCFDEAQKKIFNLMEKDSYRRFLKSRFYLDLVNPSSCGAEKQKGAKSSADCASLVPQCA
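MLSMR compounds (23 nl, pin-transferred) preincubated 10 min at room temperature with a 500nM (2x) first reagent, then RGS4 at 900nM (2x) plus Transcreener GDP mix added; fluorescence polarization (620/688 nm) read before and after 90 min at 30 °C.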
TrxR1 substrate: substrates of rat thioredoxin reductase 1; O89049; AID 588456; Potency, µM (highest dose often 114 µM), for inactives: at the highest dose activity change, negative = substrate turnover; purified TrxR1 substrate turnover, NADPH consumption readout; actives 0.01% (n = 390,000); further: on the % scale 0 is the no-effect control and ±100 the full control effect; nearly all actives have a fitted effect of over 50% in size
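Rat TrxR1, dispensed at 90 nM, was prereduced with 400 uM NADPH (final) for 5 min at ~22 deg C, then incubated with compound 15 min before 400 uM selenite. A first-read NADPH fluorescence drop versus no-compound background flagged substrates.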
rTrxR1 inhibitor: rat TrxR1 inhibition; recombinant rTrxR1, NADPH fluorescence consumption, selenite substrate; Potency, µM (series often up to 114 µM), inactives show at the top dose activity change, negative = inhibition, hits mostly inhibitors; O89049; actives 1% (n = 390,000); AID 588453; further: on the % scale 0 is the no-effect control and ±100 the full control effect; nearly all actives have a fitted effect of over 65% in size
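Rat TrxR1 (90 nM in the dispensed reagent) was pre-reduced with 400 uM NADPH for 5 min at room temperature, then incubated with compound for 15 min. After 400 uM selenite was added, NADPH fluorescence (Ex 340/Em 450 nm) was followed for 8 min.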
Vif-A3F inh: Vif-A3F binding inhibition; HeLa A3F-eYFP + Vif (tagged APOBEC3F with the HIV-1 protein that degrades it), YFP fluorescence increase; Potency, µM (doses to about 46.1 µM), without a hit: at the highest dose activity, negative = active; actives 0.2% (n = 390,000); further: % of control where 0% means no effect; nearly all actives have a fitted effect of over 65% in size
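HeLa cells stably expressing Vif plus C-terminally eYFP-tagged A3F were seeded, incubated overnight at 37 deg C, dosed with compound, incubated overnight again at 37 deg C. Yellow fluorescence (Ex 488/Em 500-530) reported blocked Vif-mediated A3F-eYFP degradation.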
12-LOX inh: inhibitors of human 12S-lipoxygenase ALOX12. P18054. actives 1.1% (n = 580,000). AID 1671190. Potency, µM (highest dose often 108 µM), inactives show at the top dose activity change, negative = inhibition, actives largely listed as inhibitors. purified 12hLO, xylenol orange hydroperoxide absorbance; further: on the % scale 0 is the no-effect control and ±100 the full control effect
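Purified human 12hLO (150 nM final) in 25 mM Hepes, 0.01% Triton X-100, pH 7.0 was preincubated 15 min at room temperature with compound. Then 40 uM arachidonic acid was added, 30 min. Hydroperoxide was read by Fe-XO absorbance ratio 573/405 nm.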
Numbers without * were called inactive; ? = inconclusive; · = not tested or not shown; [ ] = dose if it differs, or a comment. The call rests on the fitted dose curve; in most records, active means well fitted curve in the direction sought with a large enough effect; inconclusive means small, poorly fitted or top-dose-only effect, or another doubt; inactive means no such curve, though single readings can be large; an effect the other way counts as inactive or inconclusive. Potency means the concentration at half of the fitted maximal effect. Not all compounds are listed (hit frequency here may not be typical).

SMILES	Vif-A3G inh	RXFP1 agonist	IDH1 R132H inh	USP1-UAF1 inh	RGS4 inhibitor	TrxR1 substrate	rTrxR1 inhibitor	Vif-A3F inh	12-LOX inh
COc1cc(C(=O)OCC(=O)c2cc(C)n(C)c2C)cc(OC)c1OC	?	-1.5%	3%	-6%	-55%[56.9 µM]	-16%	-13%	-5%	0%
COc1cc(Cl)c(NC(=O)C2CCN(S(=O)(=O)c3c(C)noc3/C=C/c3ccccc3F)CC2)c(OC)c1	3%	-3.0%	-3%	?	2%	1%[57.1 µM]	18%[57.1 µM]	2%	-21%
O=C(NNC(=O)c1ccccc1O)c1ccccc1O	-13%	·	5%	-14%	-25%	-7%[11.4 µM]	0%[11.4 µM]	-23%	?
Cc1cc(N)n(-c2ncnc3scc(-c4ccc(Cl)cc4)c23)n1	0%	-0.7%	-1%	-23%	6%	-1%	-7%	·	25%
CC(C)C[C@@H](CN(N=O)[C@@H](Cc1ccccc1)CN(C)N=O)N(CCc1ccccc1)N=O	-1%	-0.2%	0%	-21%	11%	-2%	19%	-5%	-2%
COc1ccc(C2/C=C\CN(Cc3ccc(N(C)C)cc3)CC(=O)N2Cc2ccc(F)cc2)cc1 (stereo not given)	-5%	0.0%	-10%[38.3 µM]	?	1%	-4%	0%	-6%	18%
CCCNC(=O)C1CCN(c2cc(-c3ccccc3)nc3ncnn23)CC1	-10%	6.9%	-2%	-24%	-8%	-1%	4%	13%	0%
COc1ccccc1NC(=O)C(C)OC(=O)CCCc1c[nH]c2ccccc12 (stereo not given)	-6%	-1.3%	10%	-19%	-35%	-4%[57.1 µM]	11%	-11%	-1%
CCCc1nc2ccccc2c(C(=O)OCC(=O)c2ccc3c(c2)NC(=O)CO3)c1CC	3%	11%	0%	-19%	-4%	-1%	10%	-6%	0%
CCn1c(=O)n(CC)c2cc(N3CCCCC3)c(NC(=O)Nc3cc(Cl)ccc3OC)cc21	1%	0.8%	-15%	-10%	-1%	3%[57.1 µM]	13%[57.1 µM]	3%	3%
CC(C)CC(=O)Nc1ccc(C(=O)NN2C(=O)c3ccccc3C2=O)cc1	1%	1.0%	3%	-2%	2%	-6%	-5%	8%	-6%
Cc1cc(C)nc(SCc2ccc(C(=O)N/N=C/c3ccc(C(=O)O)cc3)cc2)n1	3%	0.0%	10%	-23%	-41%	-3%[57.1 µM]	15%[57.1 µM]	8%	10%
COc1ccccc1NC1=C(Cl)C(=O)N(c2ccccc2)C1=O	-1%	0.5%	3%	-16%	-5%	-3%	-4%	5%	-13%
O=c1c(C/C=C/c2ccccc2)c(O)ccn1CCc1c[nH]c2ccccc12	-1%	-4.4%	5%	-23%	-7%	-2%[11.4 µM]	8%[11.4 µM]	4%	-12%
O=C(NCc1ccccn1)/C(=C/c1ccco1)NC(=O)c1ccccc1	0%	0.3%	-1%	-19%	-13%	-5%	?	0%	4%
CCCCn1c(N)c(N(CC)C(=O)c2c(CC)noc2C)c(=O)[nH]c1=O	1%	0.3%	-3%	-2%	-3%	0%[57.1 µM]	2%[57.1 µM]	3%	-4%
CCOCCCNS(=O)(=O)c1ccc(NC(=O)c2ccc([N+](=O)[O-])cc2Cl)cc1	5%	0.5%	7%	-15%	-8%	-5%	-2%	5%	-3%
COc1ccccc1NC(=O)CSc1ccc(-c2ccc(-n3ccnc3)cc2)nn1	-1%	1.1%	3%	-11%	-2%	-4%	-3%	-2%	25%
Cc1c(C)n(CCc2ccccc2)c2ncnc(NCCCO)c12	-5%	-0.5%	8%	-3%	-40%	-1%	-1%	0%	-27%
O=C(O)c1ccccc1N1C(=O)C2C3CCC(C3)C2C1=O (stereo not given)	-4%	-0.1%	6%	-14%	-6%	-17%[57.1 µM]	15%[57.1 µM]	-21%	0%
CCn1c(=O)n(CC)c2cc(NC(=O)CSc3ccc([N+](=O)[O-])cn3)ccc21	0%	0.9%	0%	-17%	-34%	-3%	-5%	13%	-15%
Cc1ccc(C)c(NC(=O)CCN2CCOCC2)c1	-3%	0.2%	5%	-15%	-1%[11.4 µM]	-8%[57.1 µM]	11%[57.1 µM]	4%	11%
COC(=O)c1scc(-c2ccccc2)c1S(=O)(=O)Nc1ccc(C)c(Cl)c1	-10%	-1.0%	20%	-35%	-36%	4%[57.1 µM]	20%[57.1 µM]	0%	0%
Cc1ccc(OC(=O)CCC(=O)Nc2ccc(Br)cc2)cc1	0%	-0.2%	2%	-21%	16%	8%[0.457 µM]	-7%	0%	-12%
COc1ccccc1C(=O)NCC(=O)n1nc(C)cc1C	0%	4.2%	6%	2%	-17%	3%	10%	·	0%
CCCCN(C)CCCNC(=O)C1CCN(S(=O)(=O)CC)CC1	7%	3.7%	22%	14%	5%	-1%[57.1 µM]	7%[57.1 µM]	-2%	-3%
Cc1cc([N+](=O)[O-])nn1CC(=O)N/N=C/c1ccccc1Br	0%	0.4%	3%	-13%	-10%	4%[57.1 µM]	7%[57.1 µM]	-1%	20%
O=C(NN1C(=O)c2ccccc2NC1c1ccccc1OCc1ccccc1)c1ccncc1 (stereo not given)	-4%	0.8%	1%	-6%	-21%	-10%	-14%	6%	0%
O=C(CN1C(=O)NC2(CCCC2)C1=O)OCc1ccc(F)cc1	0%	-1.1%	0%	-21%	-7%	1%	11%	0%	-15%
COC(=O)C1CCN(C(=O)COC(=O)c2oc3ccccc3c2C)CC1	-3%	0.4%	-9%	-7%	10%	-2%[57.1 µM]	0%[57.1 µM]	-1%	5%
O=C(Cc1c(F)cccc1Cl)NNC(=O)c1ccncc1	1%	-1.7%	-13%	-14%	15%	-4%	10%	-6%	474%[activator]
CCOc1ccccc1Oc1nc(C)nc2c1oc1ccccc12	?	1.4%	4%	-18%	7%	-4%[57.1 µM]	-4%[57.1 µM]	1%	-26%
COc1cccc(N2CC(NC(=O)c3ccc(S(=O)(=O)N4CCCCC4)cc3)CC2=O)c1 (stereo not given)	5%	1.0%	4%	-21%	-19%	-2%[57.1 µM]	9%[57.1 µM]	7%	-30%
COCCNC(=O)CN1N=C(c2ccc(OC)cc2)CCC1=O	-4%	-1.5%	11%	-12%	-8%	4%	13%	-15%	-5%
NC(=O)c1ccc(NC(=O)COC(=O)C2CC3C=CC2C3)cc1 (stereo not given)	-2%	·	0%	-10%	0%	6%[57.1 µM]	18%	-4%	-12%
CCN(CC)S(=O)(=O)c1ccc(NC(=O)[C@H](CSCc2ccccc2)N2Cc3ccccc3C2=O)cc1	2%	-0.2%	-13%	-11%	13%	-6%	4%	-4%	-9%
O=C(c1nn2c(C(F)(F)F)cc(-c3ccccc3)nc2c1Cl)N1CCOCC1	2%	0.1%	6%	0%	-17%	4%[57.1 µM]	18%[57.1 µM]	-2%	-1%
Cc1cccc(CNC(=O)c2ccc(NC(=O)N3CCSc4ncccc43)cc2)c1	3%	0.5%	0%	-22%	6%	9%	15%	-10%	-12%
CCOc1ccc(C(=O)N2CCN(S(=O)(=O)c3ccc4c(c3)OCCO4)CC2)cc1OCC	0%	0.4%	2%	?	-7%	-8%[57.1 µM]	10%[57.1 µM]	3%	8%
O=C(Nc1cccc(/C=C/c2ccccn2)c1)c1cc(Cl)ccn1	-4%	2.6%	3%	-9%	-48%	30%[activator][57.1 µM]	40%[activator][57.1 µM]	?	0%
Cc1ccc(NC(=O)NCc2ccc3c(c2)OCO3)c(C)c1	-1%	-1.4%	7%	-6%	-14%	2%[57.1 µM]	30%[57.1 µM]	2%	-7%
CC1C/C(=C/c2ccccn2)C(=O)/C(=C/c2ccccn2)C1 (stereo not given)	?	-0.1%	6%	-24%	?	5%[57.1 µM]	?	8%	·
COc1ccc(CNC(=O)Cn2c(-c3ccccc3)cc(C(C)=O)c2C)cc1OC	1%	-0.9%	0%	-25%	-5%	-4%	7%	1%	-19%
Cc1noc(C)c1COC(=O)c1cccc(S(=O)(=O)N2CCOCC2)c1	3%	1.4%	2%	-5%	-14%	-11%	-15%	8%	15%
COC(CNS(=O)(=O)c1ccc(Cl)cc1)c1ccccc1 (stereo not given)	1%	-3.7%	0%	1%	18%	0%	12%	10%	5%
Cc1cc(C(=O)CCC(=O)N2CCN(S(=O)(=O)c3ccccc3)CC2)c(C)s1	-4%	2.7%	6%	-12%	10%	-14%	-18%	7%	-1%
CCOc1ccc(Br)cc1S(=O)(=O)Nc1ccc(Cl)c(S(=O)(=O)N(C)C)c1	-7%	0.7%	2%	-18%	-6%	-1%	10%	1%	-17%
Cc1ccc(C)n1-c1nc(=S)[nH][nH]1	2%	0.1%	-1%	3%	-122%	6%	-20%	-1%	4.5µM*
O=c1c2cc3c(=O)n(-c4ccccc4O)c(=O)c3cc2c(=O)n1-c1ccccc1O	-2%	0.5%	-3%	-23%	-9%	3%	14%	0%	1%
CCNc1nc2c(c(=O)[nH]c(=O)n2C)n1Cc1ccc(F)cc1	1%	-3.2%	23%	-31%	11%	5%	12%	-1%	-1%
